TNAP act hi DEA: activators of human TNAP at high phosphate acceptor concentration | P05186 | purified TNAP, CDP-star luminescence, 1 M DEA, 30 min; hits give high values; 0 = EDTA background, 1 = DMSO-only activity | activation factor at 20 µM | 200,000 tested, under 10 active;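 active = activation factor at least 2 at 20 µM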
Target sequence (P05186 whole entry, looked up): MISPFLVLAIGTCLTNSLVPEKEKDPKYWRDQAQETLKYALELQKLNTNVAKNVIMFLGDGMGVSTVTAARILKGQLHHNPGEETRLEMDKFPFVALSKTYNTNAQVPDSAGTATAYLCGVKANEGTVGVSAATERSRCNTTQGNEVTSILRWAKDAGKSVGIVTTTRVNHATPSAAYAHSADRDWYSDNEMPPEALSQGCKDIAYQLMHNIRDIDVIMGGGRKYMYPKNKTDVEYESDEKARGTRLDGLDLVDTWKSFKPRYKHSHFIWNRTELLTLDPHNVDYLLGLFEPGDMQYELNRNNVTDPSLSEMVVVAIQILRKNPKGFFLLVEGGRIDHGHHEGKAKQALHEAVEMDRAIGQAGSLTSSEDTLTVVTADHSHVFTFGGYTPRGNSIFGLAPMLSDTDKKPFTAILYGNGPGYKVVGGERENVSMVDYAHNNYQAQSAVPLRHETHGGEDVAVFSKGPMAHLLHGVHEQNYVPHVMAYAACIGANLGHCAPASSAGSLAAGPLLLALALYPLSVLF
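system = human TNAP | amount = enzyme diluted 1/800 final | reagent = 100 µM CDP-star substrate | signal = luminescent substrate turnover signal | dosing = one dose, 20 µM | benchmarks = EDTA negative control, DMSO positive control | measure = activation factor | timing = 30 min reaction, room temperature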
TNAP inh noacc: blocks human TNAP activity with no phosphate acceptor present; inhibition, % at 20 µM; P05186; purified TNAP, CDP-star luminescence, 30 min; actives 0.26% (n = 200,000);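 active = tissue-nonspecific alkaline phosphatase inhibition above about 50% at 20 µM in the single-dose screen, limit read from the data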;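 also: 0% = DMSO negative control and 100% = EDTA positive control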
PMI activator: increases human mannose-6-phosphate isomerase activity. P34949. purified human PMI, coupled resazurin fluorescence, 20 min; hits give high values; 1 = vehicle control, 0 substrate-free wells. activation factor at 20 µM. actives 0.005% (n = 190,000);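 active = activation factor of 2 or more at 20 µM, relative to plate controls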
Target sequence (P34949 whole entry, looked up): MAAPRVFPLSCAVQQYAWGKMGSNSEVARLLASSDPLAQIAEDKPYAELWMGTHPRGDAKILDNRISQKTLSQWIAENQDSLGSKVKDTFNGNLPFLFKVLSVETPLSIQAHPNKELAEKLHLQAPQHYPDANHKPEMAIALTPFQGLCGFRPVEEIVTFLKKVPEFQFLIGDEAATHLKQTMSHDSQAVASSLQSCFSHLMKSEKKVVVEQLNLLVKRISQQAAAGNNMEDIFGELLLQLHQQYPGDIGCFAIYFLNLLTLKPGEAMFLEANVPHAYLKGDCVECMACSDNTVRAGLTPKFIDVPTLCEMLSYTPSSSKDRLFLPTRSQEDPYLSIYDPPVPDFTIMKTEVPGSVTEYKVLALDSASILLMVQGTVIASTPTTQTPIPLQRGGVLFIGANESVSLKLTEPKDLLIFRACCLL
bIAP inh: blocks bovine intestinal alkaline phosphatase activity | purified bovine IAP, CDP-star luminescence, 30 min | inhibition, % at 20 µM | 190,000 tested, under 10 active | AID 1019;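 active = over 50% inhibition of intestinal alkaline phosphatase at 20 µM in the single-dose screen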
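Assay system: bovine IAP enzyme; medium: DEA buffer 100 mM, pH 9.8, with MgCl2 1.0 mM, ZnCl2 0.02 mM; doses: 20 µM single dose; incubation: enzyme reaction for 30 min at room temperature; detection: CDP-star luminescence signal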
bIAP activator: increases bovine intestinal alkaline phosphatase activity. purified bovine IAP, CDP-star luminescence, 30 min; hits give high values; fold of DMSO-control signal, blank-subtracted. activation factor at 20 µM. actives 0.17% (n = 200,000). AID 1016;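 active = activation factor of 2 or more at 20 µM, a signal rise over negative controls twice the positive control's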
PMI act satM6P: activators of human phosphomannose isomerase at near-saturating mannose 6-phosphate; coupled PMI enzyme assay, resazurin fluorescence, 20 min; hits give high values; 1 = untreated enzyme, 0 = substrate-free blank; actives 0.34% (n = 190,000); activation factor at 20 µM;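 active = activation factor of 2 or more at 20 µM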
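Test system: human phosphomannose isomerase with PGI, G6PDH, diaphorase coupling enzymes / Doses: 20 µM compound, 1% DMSO / Times: enzyme reaction with compound 20 min at room temperature / Measured by: Diaphorase-driven resazurin-to-resorufin fluorescence, excitation 544, emission 590 nm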
Diaph act CS: diaphorase activation or chemical reduction counter-screen; Diaphorase/resazurin coupled assay, resorufin fluorescence, 16 min; hits give high values; 1 = vehicle wells, 0 = NADH-free wells; activation factor at 20 µM; actives 0.005% (n = 190,000); AID 1229;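 active = diaphorase activity raised at least twofold by the compound at 20 µM; inactive = activation factor below 2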
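Material: Clostridium kluyveri diaphorase, purified enzyme; Quantity: enzyme 0.07 U/mL final; Medium: HEPES pH 7.4 buffer with MgCl2 and Tween 20; Dosing: single compound dose of 20 µM, 1% DMSO final; Schedule: 16 min reaction at room temperature; Measured by: red resorufin fluorescence at 544/590 nm excitation/emission.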
Lmaj promast: inhibitors of Leishmania major promastigote growth; actives 9% (n = 200,000); AID 1063; Leishmania major promastigotes, resazurin fluorescence viability; inhibition, % at 10 µM; in the data active = inhibition above about 50%;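 also: promastigotes grown with compound for 44 hours at 28 °C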
Diaphorase inh: diaphorase inhibition or chemical oxidation counter-screen | diaphorase resazurin-to-resorufin fluorescence, NADH, 16 min; bacterial (C. kluyveri) enzyme, not human | inhibition, % at 20 µM | actives 0.69% (n = 190,000) | AID 1217;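 active = primary screen inhibition at 20 µM above a set limit, cut at about 50% in these data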;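 also: plate controls were DMSO with full reaction for no effect and wells lacking NADH for full effect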
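material = Clostridium kluyveri diaphorase enzyme | amount = 0.14 U/mL diaphorase, enzyme working solution | schedule = incubation 16 min, room temperature | detection = fluorescence of resorufin formed from resazurin, Ex 544/Em 590 nm | benchmarks = positive control minus NADH, DMSO neutral control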
TNAP inh hi DEA: blocks human TNAP under high phosphate acceptor concentration. P05186. purified TNAP, CDP-star luminescence, 1 M DEA. inhibition, % at 20 µM. actives 0.03% (n = 200,000). AID 1135;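 active = over 50% inhibition of tissue-nonspecific alkaline phosphatase at 20 µM in the single-dose screen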;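 also: plate controls were DMSO wells for no effect and EDTA-quenched wells as full inhibition for full effect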
Active calls of the source: *; . = no result given. No enrichment for hits; about 10% have a hit in one of these screens.

#1 O=C(Nc1nc(-c2ccccc2)cs1)c1ccc(=O)[nH]c1
#2 COc1ccccc1NC(=O)C(=N\O)/C(C)=N/O
#3 CSc1ccccc1C(=O)NCc1cccnc1
#4 Cc1noc(C)c1CSCC(=O)N1CCN(c2ccc([N+](=O)[O-])cc2)CC1
#5 O=C(COC(=O)C1(c2ccccc2F)CCCC1)NCc1cccs1
#6 O=Nc1c(O)n(Cc2ccc(Cl)cc2Cl)c2ccccc12
#7 O=C(COc1ccc(Cl)cc1Cl)N1CCCCCC1
#8 Cc1ccc(NC(=O)COC(=O)C(CC(C)C)N2C(=O)C3CC=CCC3C2=O)c(C)c1 (configuration not stated)
#9 COc1ccc(S(=O)(=O)Nc2cccc(F)c2C)cc1C(=O)N1CCOCC1
#10 CCCCOc1ccc(C2C3CN(C(=O)OCC)CC=C3C(C#N)=C(N)C2(C#N)C#N)cc1OC (configuration not stated)
Assay by compound,1,2,3,4,5,6,7,8,9,10
TNAP act hi DEA,1,1.1,0.9,1,1.1,1,1.1,1,1,1
TNAP inh noacc,-1,-5,-18,28,-7,3,-7,-2,-14,-14
PMI activator,0.9,1,1.1,1,0.8,0.7,0.9,0.8,1.1,1
bIAP inh,6,10,4,19,5,10,10,8,2,-1
bIAP activator,0.9,0.9,1,0.8,1,0.9,0.9,0.9,1,1
PMI act satM6P,0.9,1,1.1,1,0.9,0.8,0.8,1,1.1,1.2
Diaph act CS,0.9,0.8,1,0.9,0.8,0.7,0.7,0.9,1,0.7
Lmaj promast,11,-2,1,16,18,-6,0,-1,-4,47
Diaphorase inh,11,18,0,5,22,28,30,9,1,35
TNAP inh hi DEA,-1,-6,8,4,-6,2,-8,-1,-3,-5

Quoted from the listing:
TNAP act hi DEA result of `Cc1ccc(NC(=O)COC(=O)C(CC(C)C)N2C(=O)C3CC=CCC3C2=O)c(C)c1` (configuration not stated) stands at 1
bIAP activator result of `O=C(COc1ccc(Cl)cc1Cl)N1CCCCCC1` stands at 0.9
Diaph act CS result of `O=C(COC(=O)C1(c2ccccc2F)CCCC1)NCc1cccs1` stands at 0.8
Diaph act CS result of `Cc1noc(C)c1CSCC(=O)N1CCN(c2ccc([N+](=O)[O-])cc2)CC1` stands at 0.9
TNAP inh hi DEA result of `O=Nc1c(O)n(Cc2ccc(Cl)cc2Cl)c2ccccc12` stands at 2

Next records follow:
#11 O=[N+]([O-])c1cc(S(=O)(=O)NC2=NCCCCC2)ccc1Cl
#12 Cn1c(=O)c2c(nc(CN3CCc4ccccc4C3)n2Cc2cccc(Cl)c2)n(C)c1=O
#13 Cc1ccc(-c2csc(NC(=O)c3ccc4c(=O)n5c(nc4c3)CCCCC5)n2)cc1
#14 COc1ccccc1CNC(=O)c1ccoc1C
#15 COc1ccc(CCNC(=S)NC(=O)c2ccc(Br)cc2)cc1OC
#16 Cc1ccc(SCC(=O)OCn2nnc3ccccc3c2=O)cc1C
#17 COC(=O)c1ccc(NC(=O)c2cn(-c3cccc(C)n3)cn2)cc1
#18 Cc1ccnc(NC(c2ccsc2)c2ccc3ccc(C)nc3c2O)c1 (configuration not stated)
#19 CCCN1CCN(CCCNC(=O)Cn2nc(-c3ccc(Cl)cc3)ccc2=O)CC1
#20 COc1ccccc1NC(=O)c1ccc(NC(=O)CN2C(=O)CN(C)C2=O)cc1
Assay by compound,11,12,13,14,15,16,17,18,19,20
TNAP act hi DEA,1,1.1,1,1.1,1.1,1,1,1.1,1,1.1
TNAP inh noacc,-6,-11,-5,-9,-6,-10,9,-56,-11,-2
PMI activator,1.1,0.9,0.9,1.1,0.9,1,1,0.8,1,1
bIAP inh,6,-1,12,-1,-5,0,-5,-33,3,-14
bIAP activator,0.9,1,0.9,1,1,1,1,1.3,1,1.1
PMI act satM6P,1.1,1.1,1,1.2,0.9,0.9,1.1,0.9,0.9,1
Diaph act CS,1,0.7,0.9,1.1,0.8,0.9,1,0.8,1,0.9
Lmaj promast,3,56*,32,-5,14,17,-1,5,2,2
Diaphorase inh,4,30,12,-8,23,12,-2,20,0,10
TNAP inh hi DEA,-4,-6,-1,-9,-8,-4,0,-12,-3,-6

#21 CC(=O)N1Cc2ccccc2C(C)CC12CCCC2 (configuration not stated)
#22 CCn1c(CNC(=O)COc2ccc(C(C)C)cc2)nnc1SCC(=O)Nc1ccc(F)cc1
#23 COC(=O)c1ccc(CSCC(=O)Nc2ccccc2)cc1
#24 CC(=O)c1ccc(-n2cc(-c3ccc(C(C)(C)C)cc3)[n+]3c2SCCC3)cc1
#25 O=C(Cc1ccccc1)NCC(=O)N/N=C/c1ccc(Cl)cc1
#26 CC(NC(=O)C12CC3CC(CC(C3)C1)C2)c1ccc2c(c1)OCCO2 (configuration not stated)
#27 COc1ccc(C2C(C(=O)Nc3ccc(OC)c(OC)c3)c3ccccc3C(=O)N2C)cc1 (configuration not stated)
#28 O=C(c1cc2nc(-c3ccco3)cc(C(F)(F)F)n2n1)N1CCN(c2ccc(F)cc2)CC1
#29 CCc1ccc2c(c1)/C(=N/N(C)C(=S)NC)C(=O)N2
#30 CCc1nc2ccccc2n1Cc1ccc(F)cc1
Assay by compound,21,22,23,24,25,26,27,28,29,30
TNAP act hi DEA,1,1,1,1.1,1,1.1,1,1,1,1.1
TNAP inh noacc,6,-5,-14,-12,1,0,-29,2,1,-5
PMI activator,0.8,0.9,0.9,1.2,0.9,1,1,0.9,0.9,1.3
bIAP inh,7,4,7,7,-5,8,-54,5,20,-12
bIAP activator,0.9,1,0.9,0.9,1.1,0.9,1.5,0.9,0.8,1.1
PMI act satM6P,0.9,0.9,0.9,1.1,0.9,1,1,0.8,0.9,1.2
Diaph act CS,0.9,0.8,0.9,1,0.9,0.9,1,0.7,0.8,1.1
Lmaj promast,41,8,-4,100*,-9,24,8,8,5,0
Diaphorase inh,15,17,6,-5,7,6,5,28,17,-8
TNAP inh hi DEA,3,-4,-3,-7,0,-5,-1,-3,-2,-6

#31 COc1ccc(Nc2nnc(C)c3ccccc23)cc1C(N)=O
#32 CCN(CC(=O)NCc1ccc(Cl)cc1)C(=O)/C=C/c1ccco1
#33 COC(=O)c1ccc(NS(=O)(=O)N(C)C)cc1
#34 COC(=O)c1c(NC(=O)C2CC2)sc2c1CCCC2
#35 O=C(N=C1SCC(=O)N1c1ccccc1Cl)c1ccco1
#36 CC(C)c1ccc(CN2CC(C(=O)Nc3ccccc3)CC2=O)cc1 (configuration not stated)
#37 CCOc1ccc(-n2cnnn2)cc1S(=O)(=O)N1CCCCC1
#38 CNc1cc(CSC)nc(SCc2ccc(Cl)c(Cl)c2)n1
#39 CCCCN(CC)Cc1ccc(CNC(=O)Nc2ccccc2)o1
#40 CCCn1c(-c2cccs2)nc2ccccc21
Assay by compound,31,32,33,34,35,36,37,38,39,40
TNAP act hi DEA,1,1,1.1,1,1,1.1,1,1,1.1,1.1
TNAP inh noacc,-9,-1,-7,-4,5,-10,-8,-8,-24,-10
PMI activator,0.9,0.8,1,0.9,1,0.9,1,1.2,1,0.9
bIAP inh,7,0,13,16,2,-8,0,10,6,14
bIAP activator,0.9,1,0.9,0.8,1,1.1,1,0.9,0.9,0.9
PMI act satM6P,0.9,0.8,1.1,0.9,1,0.8,0.7,1.7,1,0.8
Diaph act CS,0.9,0.8,0.9,0.9,0.9,0.8,1,0.8,0.9,0.8
Lmaj promast,3,1,-5,3,-10,62*,-3,7,31,33
Diaphorase inh,8,16,8,8,7,16,-3,20,6,15
TNAP inh hi DEA,-3,-3,-5,-3,0,-7,-1,-2,-7,-5

#41 [S-]C(=Nc1ccc(Cl)cc1)N[n+]1ccccc1
#42 O=C(Cn1cc(SCc2ccc(F)cc2)c2ccccc21)N1CCOCC1
#43 NNC(=S)NCc1cccnc1
#44 COc1ccc(C)cc1S(=O)(=O)N(CC(=O)N1CCOCC1)Cc1ccccc1
#45 CCc1ccc(NC(=O)C(=O)c2cn(CC(=O)N3CCCCC3)c3ccccc23)cc1
#46 Cc1ccccc1CN1C[C@@H]2C[C@@H](c3cnc(N4CCOCC4)s3)N3CCC[C@@]23C1=O
Assay by compound,41,42,43,44,45,46
TNAP act hi DEA,1,1,1,1,1,1
TNAP inh noacc,-4,2,3,-11,2,-6
PMI activator,0.6,0.9,0.9,0.9,0.8,.
bIAP inh,1,0,6,-3,22,-6
bIAP activator,1,1,0.9,1,0.8,1.1
PMI act satM6P,0.8,0.9,1.1,0.9,1,.
Diaph act CS,1,0.9,0.9,0.8,0.8,.
Lmaj promast,-6,-1,-8,-1,3,-8
Diaphorase inh,2,6,9,16,18,.
TNAP inh hi DEA,-3,-4,-4,-2,2,2

Part of the list above in order of length of the SMILES, highest first:
#46 Cc1ccccc1CN1C[C@@H]2C[C@@H](c3cnc(N4CCOCC4)s3)N3CCC[C@@]23C1=O
#45 CCc1ccc(NC(=O)C(=O)c2cn(CC(=O)N3CCCCC3)c3ccccc23)cc1
#43 NNC(=S)NCc1cccnc1
Assay by compound,46,45,43
TNAP act hi DEA,1,1,1
TNAP inh noacc,-6,2,3
PMI activator,.,0.8,0.9
bIAP inh,-6,22,6
bIAP activator,1.1,0.8,0.9
PMI act satM6P,.,1,1.1
Diaph act CS,.,0.8,0.9
Lmaj promast,-8,3,-8
Diaphorase inh,.,18,9
TNAP inh hi DEA,2,2,-4

Screens deposited in PubChem by several laboratories.
